NPYLR7 agonist – agonists of mosquito NPYLR7 receptor, primary screen, cell-based, Aedes aegypti, calcium fluorescence, mosquito biting behavior | HEK293T NPYLR7/Galpha15, GCaMP6s calcium fluorescence | AID 1259423, 2018 | activation, % at 10 µM | 0.15% of 270,000 active; in the data active = activation above about 40%;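 also: 0% = vehicle and 100% = reference agonist at the receptor; some compounds past the cut are filed as inactive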
mcGAS inh – cyclic GMP-AMP synthase inhibitors, mouse, primary biochemical chemiluminescence. recombinant cGAS, Kinase-Glo ATP depletion luminescence. inhibition, % at 12.5 µM. 0.15% of 160,000 active;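 also: 0% = negative control wells and 100% = reference inhibitor with no enzyme activity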
hcGAS lum – Primary biochemical luminescence assay for human cyclic GMP-AMP synthase inhibitors; Q8N884; recombinant h-cGAS, ATP depletion, Kinase-Glo luminescence; inhibition, % at 12.5 µM; 0.081% of 290,000 active; AID 1259398, 2018;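 also: 0% = vehicle reaction and 100% = reaction without DNA for no activity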
Target sequence (Q8N884 whole entry, looked up): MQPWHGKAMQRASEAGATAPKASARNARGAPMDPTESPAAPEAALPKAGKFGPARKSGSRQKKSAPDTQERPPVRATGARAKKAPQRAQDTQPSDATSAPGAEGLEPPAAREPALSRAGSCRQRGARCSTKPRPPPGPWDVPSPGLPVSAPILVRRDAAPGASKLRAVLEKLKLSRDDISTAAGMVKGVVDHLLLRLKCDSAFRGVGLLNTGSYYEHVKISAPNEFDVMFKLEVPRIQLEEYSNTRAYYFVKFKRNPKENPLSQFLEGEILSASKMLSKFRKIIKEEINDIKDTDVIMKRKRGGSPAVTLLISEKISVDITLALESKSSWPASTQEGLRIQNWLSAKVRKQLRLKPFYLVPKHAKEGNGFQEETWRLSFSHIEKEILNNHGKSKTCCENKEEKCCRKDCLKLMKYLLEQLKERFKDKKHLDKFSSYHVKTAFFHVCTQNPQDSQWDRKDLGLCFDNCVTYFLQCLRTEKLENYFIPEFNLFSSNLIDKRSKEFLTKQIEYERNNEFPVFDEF
* marks the source's active call; other numbers are inactive results; . = no result given; & = joins results of further samples. Rule as the data show it, unless noted: active = inhibition above about 40%; inactive = the rest. Rows are unselected, and some 0.26% of all compounds hit somewhere here.

The first 6 records, ahead of the listing:
SMILES	NPYLR7 agonist	mcGAS inh	hcGAS lum
CC(=O)NC1(c2noc(C=C(C3CC3)C3CC3)n2)CCN(C)CC1	2.0	.	-3.1
COC1(OC)N=C(N)C2(C#N)C(c3c(F)cccc3Cl)C12C#N (stereo not given)	3.5	.	4.8
CC1CCc2c(cnc3c(C(=O)NCCCN4CCN(C5CCCCC5)CC4)cnn23)C1 (stereo not given)	.	-3.9	-3.5
Cc1c(NCc2ccco2)nn2c(C(F)(F)F)nnc2c1C	3.0	-15.0	-18.4
CCCCOc1ccc(S(=O)(=O)Oc2cc(=O)n(-c3ccc(F)cc3)nc2C(=O)OCC)cc1	-3.0	-2.6	-4.9
CN(C)c1ncc(CNC2CC(C)(C)Cc3nc(C(C)(C)C)ncc32)s1 (stereo not given)	10.8	.	-9.7

The whole of this part, from the start:
SMILES	NPYLR7 agonist	mcGAS inh	hcGAS lum
CC(=O)NC1(c2noc(C=C(C3CC3)C3CC3)n2)CCN(C)CC1	2.0	.	-3.1
COC1(OC)N=C(N)C2(C#N)C(c3c(F)cccc3Cl)C12C#N (stereo not given)	3.5	.	4.8
CC1CCc2c(cnc3c(C(=O)NCCCN4CCN(C5CCCCC5)CC4)cnn23)C1 (stereo not given)	.	-3.9	-3.5
Cc1c(NCc2ccco2)nn2c(C(F)(F)F)nnc2c1C	3.0	-15.0	-18.4
CCCCOc1ccc(S(=O)(=O)Oc2cc(=O)n(-c3ccc(F)cc3)nc2C(=O)OCC)cc1	-3.0	-2.6	-4.9
CN(C)c1ncc(CNC2CC(C)(C)Cc3nc(C(C)(C)C)ncc32)s1 (stereo not given)	10.8	.	-9.7
CC(C)(C)c1ccc(C(=O)NCC(=O)N=Nc2c(O)n(Cc3ccccc3)c3ccccc23)cc1	1.7	1.1	3.4
CCC(C)N(CC(=O)N(CCOC)Cc1cccn1Cc1ccccc1)C(=O)c1cccc(F)c1 (stereo not given)	10.8	-2.3	-1.8
CC1CCCCC12NC(=O)N(CC(=O)N1CCCCCC1)C2=O (stereo not given)	1.2	.	-7.9
COc1ccc(N=Nc2c(-c3ccc([N+](=O)[O-])cc3)[nH]n(-c3ccccc3)c2=O)c([N+](=O)[O-])c1	-7.3	-7.4	-8.9
Cc1ccc(-c2noc(-c3ccc(OC(=O)c4ccccc4)cc3)n2)cc1	6.1	-6.4	-8.6
COc1ccc(CCOc2nc(-c3ccccc3F)n(-c3ccc(NC(=O)c4cccs4)cc3)n2)cc1	0.9	-2.7	-0.9
O=C(NC1CCCCC1)N1CCN(c2ccc(-c3ccco3)nn2)CC1	12.7	-10.5	-7.4
Cc1nn(Cc2ccccc2Cl)c(C)c1/C=C/C(=O)NC1(C)CCS(=O)(=O)C1 (stereo not given)	9.3	.	-6.2
Cc1nn(C)c(Cl)c1CSCc1nccn1CC(F)(F)F	5.4	.	-14.1
COc1ccc(-c2cc(C(=O)NC3CCN(Cc4ccccc4)CC3)c(C)n2-c2ccccc2)cc1	-4.7	-5.3	-15.1
CCc1nc2ccc(C(=O)Nc3ccc(NC(C)=O)cc3)cn2c1N(CCC(C)C)CCN(C)C	-5.6	4.1	6.6
Cc1ccc(S(=O)(=O)N2CCC(c3c[nH]c4ccc(F)cc34)CC2)c2ccccc12	35.3	-7.7	-5.3
COc1ccc(N(Cc2cc(C)on2)Cc2cc(C)on2)cc1	6.3	-12.7	-5.0
c1ccc(CSc2nc3ccccc3n3cnnc23)cc1	-2.9	.	1.1
CCOCCC1(C(=O)Nc2ccc(CC)cc2)CCC1	0.5	.	-3.9
O=C1/C(=C\c2cnc(N3CCCC3)nc2)COc2c(F)cc(F)cc21	-6.8	-14.6	-7.1
COCC(c1ccccn1)N(C)C(=O)c1noc2c1CCCC2 (stereo not given)	-4.1	-7.5	-7.0
Cc1ccc(S(=O)(=O)NCCc2csc3nc(-c4ccccc4)nn23)cc1	-2.0	-7.7	-5.6
CN1CCN(n2c3c(c(SCC(=O)NCc4ccc5c(c4)OCO5)nc2=O)CCCC3)CC1	-5.2	-9.0	-5.7

(more compounds)
SMILES	NPYLR7 agonist	mcGAS inh	hcGAS lum
CCCSc1ncccc1C(=O)NCCSCc1ccccc1	-9.1	-3.8	-4.5
CCCCN(C)CC1CCN(C(C)c2nc(N)nc(N(C)C)n2)CC1 (stereo not given)	-2.4	.	-4.0
COCC1CCCCN1C(=O)c1coc(COc2ccccc2)n1 (stereo not given)	12.0	.	-5.4
COc1ccc2cc(C3CN(c4cc(OC)ncn4)CCO3)ccc2c1 (stereo not given)	.	-13.0	-2.0
CCc1cccc2c(C#N)cn(Cc3ccccc3F)c12	-2.3	.	-2.5
CN(C)C(=O)c1ccc(Nc2nccc3c2cc(-c2ccccc2)n3C)cc1	-7.6	-6.9	-8.2
O=C1CN(Cc2ccccc2O)CCN1Cc1ccc(F)cc1	5.5	-11.8	-4.7
Cc1cc(C)c2c(c1)C[C@@H]1CCCC[C@H]1S2(=O)=O	-4.3	.	-3.0
COCCOC(=O)C1C(=N)OC2=C(C(=O)CCC2)C1c1cccc([N+](=O)[O-])c1 (stereo not given)	-4.2	-4.2	-9.5
CC(=O)c1cccc(NC(=O)N2C(CO)CSCC2c2ccccc2)c1 (stereo not given)	8.2	.	-6.4
CCCC1CN(C(=O)c2cc(C)oc2C)CCN1C(=O)c1cc(C)oc1C (stereo not given)	10.7	.	-11.9
Cc1nnsc1C(=O)N1CCN(C(c2ccccc2)c2ccc(Br)cc2)CC1 (stereo not given)	5.9	2.9	-1.7
CC1(C(=O)NS(=O)(=O)c2ccc(C#N)cc2)CCN1C(=O)c1ccc(C2CCCCC2)cc1 (stereo not given)	3.4	.	-6.1
CCc1ccc(C2CC(=O)Nc3cc4[nH]ncc4cc32)o1 (stereo not given)	1.7	.	0.6
COc1cccc(C(CN2CCN(S(=O)(=O)c3ccccc3C#N)CC2)OCc2ccc(C#N)cc2)c1 (stereo not given)	.	-5.9	-7.1
CCN(CC)C(=O)CSc1cn(CC(=O)N(C(C)C)C(C)C)c2ccccc12	-2.4	-7.7	-5.9
C#CCN(Cc1ccco1)C(=O)CC1OCCc2ccccc21 (stereo not given)	5.1	.	-15.2
COc1ccc2c(c1OC)C(=O)N(c1ccc(C)c(C)c1)C2=O	-0.9	.	-5.9
CN(C)S(=O)(=O)c1ccc(C(=O)Nc2c3c(nn2-c2ccc(F)cc2)CS(=O)C3)cc1 (stereo not given)	-1.6	.	-5.4
COc1ccc(CCn2c(-c3cc(C(F)(F)F)ccc3F)nc3ccc(Cl)cc3c2=O)cc1	-2.2	-6.2	-3.5
CC(C)(C)c1csc(-c2cccc(OCC(N)=O)c2)n1	-6.8	.	5.1
Nc1ccccc1NC(=O)c1ccc(CNc2nccc(-c3cccnc3)n2)cc1	-14.2	-8.4	-8.3
CCn1cc(C(CC(=O)NCCc2ccccc2)c2cccc(Cl)c2)c2ccccc21 (stereo not given)	.	-8.4	-13.3
OC[C@H]1O[C@@H](c2nc(-c3ccccc3OC(F)(F)F)no2)[C@H](O)[C@@H]1O	15.4	-2.7	0.6
COc1ccc(CCN2CCCn3c2nc2c3c(=O)n(C)c(=O)n2C)cc1OC	6.3	-6.4	-4.7

Four structures out of the list, arranged by count of non-hydrogen atoms, low to high.
SMILES	NPYLR7 agonist	mcGAS inh	hcGAS lum
CCc1ccc(C2CC(=O)Nc3cc4[nH]ncc4cc32)o1 (stereo not given)	1.7	.	0.6
C#CCN(Cc1ccco1)C(=O)CC1OCCc2ccccc21 (stereo not given)	5.1	.	-15.2
COCCOC(=O)C1C(=N)OC2=C(C(=O)CCC2)C1c1cccc([N+](=O)[O-])c1 (stereo not given)	-4.2	-4.2	-9.5
COc1cccc(C(CN2CCN(S(=O)(=O)c3ccccc3C#N)CC2)OCc2ccc(C#N)cc2)c1 (stereo not given)	.	-5.9	-7.1

The list goes on:
SMILES	NPYLR7 agonist	mcGAS inh	hcGAS lum
Cc1cc(C(=O)N2CCC3(CCN(C)CC3)C2)cc2sc(N)nc12	2.2	-9.5	2.1
Cc1cccc(C(C)Nc2nccnc2C#N)c1C (stereo not given)	14.7	.	-6.7
CN(CC(=O)NC(C)(C)C)C(=O)C1(c2ccc(F)cc2)CC1	1.0	.	-12.0
CCCOC1CCCN(C(=O)c2cc(Cl)ccc2O)C1 (stereo not given)	0.5	-8.5	-15.2
CCCn1c(=O)c2c(nc3n2CC(C)=NN3CCC(C)C)n(C)c1=O	10.0	-8.1	-7.3
O=c1cc(CSc2ccc(Cl)cc2)[nH]n1-c1nc2ccccc2s1	-1.9	0.6	-2.2
Cc1cc(C)nc(Nc2nc(C(N)Cc3ccc(Cl)cc3)cs2)n1 (stereo not given)	-5.8	-7.4	-5.0
COc1ccc(-n2ccnc2-c2ccc(C3CCCCO3)o2)cn1 (stereo not given)	28.9	.	-4.0
COc1ccc(NC(=O)CNC(=O)CNC(C)C)cc1	-5.0	.	-1.4
Cc1cc(C(=O)N2CCCC(C)C2)ccc1NCc1nc(C2CC2)no1 (stereo not given)	3.7	.	-9.0
O=C(NCCSCc1c(Cl)cccc1Cl)c1cncn1-c1cccc(-c2ccccc2C(F)(F)F)c1	10.7	-7.8	-11.0
CCOC(=O)C1=C(C)NC(C)=C(C(=O)OCC)C1C(=O)OCC(=O)NC(C)C	4.7	-7.7	-6.9
CCOC(=O)CCC(=O)N1CCN(c2ncccc2C(=O)NCc2ccc(OC)cc2)CC1	22.1	-7.0	-3.6
Cc1nccn1-c1ccccc1CNC(=O)C1CCN(C(C)C)CC1	3.8	.	-1.6
COc1ccc(Oc2coc3c(CN4CCOCC4)c(O)ccc3c2=O)cc1	-7.2	-3.7	0.0
O=c1cc(-c2ccccc2)oc2cc(O)c(O)cc12	-4.3	29.1	33.6
CCC(CC)n1ncc(C)c1NC(=O)COc1cccnc1	7.3	.	-4.7
COc1ccccc1-c1cccc(-c2cccc(NC(=O)c3c(F)c(F)c(F)c(F)c3F)c2)n1	-7.0	-6.4	-6.0
Cc1nc(C(NS(=O)(=O)CC2CCCC2)c2ccccc2)n[nH]1 (stereo not given)	-0.6	.	-8.0
O=C(Nc1ccc2nc(C3CCCCC3)[nH]c2c1)C1COCCO1 (stereo not given)	-4.9	.	-2.7
CCOc1ccc(CNC(=O)Cc2sc(=S)[nH]c2C)cc1F	24.0	.	-4.5
C[N+]([O-])=Cc1ccc(C(F)(F)F)cc1	-1.5	.	-3.3
O=C(C1COC2(CCCCC2)N1C(=O)c1ccccc1)N1CCOCC1 (stereo not given)	-3.3	-4.9	-4.7
COc1ccc2c(c1)C1(SCCN1C(=O)c1ccc(F)cc1)C(=O)N2Cc1c(F)cccc1F (stereo not given)	-1.7	-4.5	-2.4
CC(c1cc2ccccc2s1)N(O)C(N)=O (stereo not given)	-4.3&-8.0	.	-1.3&-4.5

In another format: entries from further up.
SMILES | NPYLR7 agonist | mcGAS inh | hcGAS lum
COc1ccc(N=Nc2c(-c3ccc([N+](=O)[O-])cc3)[nH]n(-c3ccccc3)c2=O)c([N+](=O)[O-])c1 | -7.3 | -7.4 | -8.9
O=C(C1COC2(CCCCC2)N1C(=O)c1ccccc1)N1CCOCC1 (stereo not given) | -3.3 | -4.9 | -4.7
CN(CC(=O)NC(C)(C)C)C(=O)C1(c2ccc(F)cc2)CC1 | 1.0 | . | -12.0
C#CCN(Cc1ccco1)C(=O)CC1OCCc2ccccc21 (stereo not given) | 5.1 | . | -15.2

Following part
SMILES	NPYLR7 agonist	mcGAS inh	hcGAS lum
COCCCN1C(=O)/C(=C\c2ccc(-c3ccc(Cl)cc3)o2)SC1=S	-4.6	-6.2	-3.3
Cn1nnc2cc(C(=O)N3CCC4(CCCO4)CC3)cnc21	-0.8	-7.1	-6.0
CCC(=O)C1=C(c2ccc(Br)cc2)N(C(=O)CC)n2c(C)nnc2S1	4.7	.	-1.6
Nc1ncnc(Oc2cccc3cccnc23)c1[N+](=O)[O-]	9.1	.	-10.0
CN1CCN(c2ncnc3ccc(-c4ccccc4CO)cc23)CC1	11.7	.	-7.7
Cc1c(C)c2c(c(C)c1O)CCC(C)(C(=O)NCCc1nc3ccccc3[nH]1)O2 (stereo not given)	14.7	-3.9	-5.7
Cc1nn(-c2ccc(Cl)nn2)c2c1C(c1ccccc1OC(C)C)CC(=O)N2 (stereo not given)	-3.9	-4.8	-3.6
OC(CN1CCNCC1)Cn1c2ccc(Br)cc2c2cc(Br)ccc21 (stereo not given)	-18.4	.	2.7
CC1Cc2ccccc2N1CCNC(=O)c1cc(Cl)ccc1F (stereo not given)	6.5	.	-14.7
CN(C(=O)c1cccc(S(=O)(=O)N2CCOCC2)c1)c1ccccc1	9.0	.	11.7
O=C1CCc2ccc(OCCCCN3CCN(c4cccc(Cl)c4Cl)CC3)cc2N1	-9.1	.	5.3&-7.6
CC(COc1ccccc1)NCc1noc(C2CCCC2)n1 (stereo not given)	12.0	.	-5.0
O=C1CNC(=O)N1CCSC1CCCC1	7.6	.	-5.7
